proCasp3 act = activators of human procaspase-3 D3A mutant, primary screen, biochemical, absorbance, PC-3 D3A mutant, single concentration; Caspase-3 (Homo sapiens), P42574; recombinant procaspase-3 D3A, Ac-DEVD-pNA absorbance 405 nm; activation, % at 8.5 µM; 0.11% of 330,000 active;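 active = activation above the mean of all tested compounds plus 3 SD, cut at about 21% in these data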;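 note: 0% = DMSO alone and 100% = DMSO wells spiked with extra 5 µM PC-3 D3A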
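assay system = Procaspase-3 D3A mutant | signal = absorbance at 405 nm, 0 and 120 min | times = 1 h preincubation plus 2 h reaction at 25 °C | repeats = single replicate | read-out = % activation between DMSO and enzyme-spiked controls | medium = Zinc-free HEPES saline buffer with Triton X-100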
procasp7 counter = procaspase-7 activators, primary screen, counter-screen for procaspase-3 activator project, biochemical, absorbance, HTS, human; activation, % at 8.5 µM; Caspase-7 (Homo sapiens), P55210; AID 463210, 2010; 0.093% of 330,000 active; recombinant procaspase-7, Ac-DEVD-pNA absorbance 405 nm; D23A/D198A/D206A triple mutant, cannot self-cleave; scale: DMSO 0, 5 µM enzyme 100;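 active = percent activation above the screen-wide mean plus 3 SD, cut at about 25% in these data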
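Assay system: Uncleavable procaspase-7 mutant enzyme | Input: 2 µM procaspase-7 mutant as dispensed | Timing: 1 h compound preincubation, 2 h substrate cleavage, 25 °C | Repeats: One well per compound | Control set: DMSO wells as 0%, DMSO with 5 µM added PC-7 as 100% | Technique: Epi-absorbance of released pNA at 405 nm, two timepoints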
VLA-4 inh = inhibition in human VLA-4 binding assay, primary screen, VLA-4 allosteric modulator project, MLPCN library, flow cytometry, VLA-4 expressing cells. ligand binding flow cytometry. AID 2557, 2010. 0.2% of 330,000 active. inhibition, % (about 7 µM as worked out from the volumes in the protocol); in the data active = inhibition above about 50%
PP5 primary = PP5 phosphatase inhibitors, primary screen, biochemical, fluorescence | 0.18% of 320,000 active | Serine/threonine-protein phosphatase 5 (Homo sapiens), P53041 | inhibition, % at 6.7 µM | purified PP5c, OMFP substrate fluorescence | AID 1987, 2009;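 active = inhibition above the campaign's mean inhibition across all tested compounds plus 3 SD, cut at about 9.5% in these data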;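 note: 0% = DMSO only and 100% = 100 µM cantharidin control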
Target sequence (P53041 whole entry, looked up): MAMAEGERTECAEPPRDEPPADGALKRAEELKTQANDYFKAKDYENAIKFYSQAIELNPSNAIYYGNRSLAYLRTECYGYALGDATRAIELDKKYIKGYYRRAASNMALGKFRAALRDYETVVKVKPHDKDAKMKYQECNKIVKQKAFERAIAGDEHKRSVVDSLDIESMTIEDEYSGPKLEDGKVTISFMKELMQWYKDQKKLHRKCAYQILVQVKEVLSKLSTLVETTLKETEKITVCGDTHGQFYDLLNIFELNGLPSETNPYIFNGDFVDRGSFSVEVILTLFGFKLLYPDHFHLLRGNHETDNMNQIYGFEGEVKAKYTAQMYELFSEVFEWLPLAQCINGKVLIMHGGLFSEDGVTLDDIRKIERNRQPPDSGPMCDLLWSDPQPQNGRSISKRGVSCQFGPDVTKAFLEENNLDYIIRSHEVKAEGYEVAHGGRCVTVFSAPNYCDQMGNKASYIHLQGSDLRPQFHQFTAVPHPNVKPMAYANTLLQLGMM
GRK2 inh = compounds blocking aptamer binding on GRK2 – biochemical, human GRK2, bead flow cytometry, HTS, primary screen; AID 488847, 2010; FAM-aptamer displacement from GRK2; Beta-adrenergic receptor kinase 1 (Homo sapiens), P25098; inhibition of aptamer binding, % at 10 µM; 0.59% of 330,000 active;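 active = inhibition of aptamer binding above 40%, roughly 3 SD of noise, on plates passing a quality check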;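 note: median bead fluorescence of bound FAM aptamer so fluorescent compounds give negative values; no value below 0 was filed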
PP1 inh = PP1-alpha phosphatase inhibitors, primary screen, counter-screen for PP5 inhibitor project, biochemical, fluorescence, OMFP substrate, single point; Serine/threonine-protein phosphatase PP1-alpha catalytic subunit (Homo sapiens), P62136; 0.9% of 320,000 active; AID 2235, 2010; purified PP1alpha; inhibition, % at 6.7 µM;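 active = inhibition above the mean inhibition of all tested compounds plus 3 SD, computed separately for each screening campaign, cut at about 15% in these data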
Target sequence (P62136 whole entry, looked up): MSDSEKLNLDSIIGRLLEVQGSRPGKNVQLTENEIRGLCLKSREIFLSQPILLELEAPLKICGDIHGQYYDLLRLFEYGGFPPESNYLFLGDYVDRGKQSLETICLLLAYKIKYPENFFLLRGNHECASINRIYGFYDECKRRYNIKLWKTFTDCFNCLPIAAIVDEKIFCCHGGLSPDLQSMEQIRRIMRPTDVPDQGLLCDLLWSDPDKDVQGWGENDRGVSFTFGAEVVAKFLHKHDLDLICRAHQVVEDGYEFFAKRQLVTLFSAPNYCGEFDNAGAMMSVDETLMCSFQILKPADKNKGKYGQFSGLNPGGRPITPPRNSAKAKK
GASC-1 inh = inhibitors of GASC-1 histone demethylase, primary screen, biochemical, fluorescence, DELFIA europium | GST-JMJD2C(1-420) H3K9me3 demethylation | 0.069% of 330,000 active | Lysine-specific demethylase 4C (Homo sapiens), Q9H3R0 | inhibition, % at 2.35 µM;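 active = more than half of a compound's replicate wells show inhibition beyond 50%, single wells judged on their own value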;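 note: signal counts dimethyl H3K9 product captured on neutravidin plate; 0% = median of DMSO wells and 100% = 0.3 times that DMSO median; strong numbers were not always called active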
Fh CTSL1 inh = Fasciola hepatica cathepsin L1 inhibitors, primary screen, counter-screen for PFM18AAP inhibitor project, biochemical, QFRET, fluorogenic peptide substrate; inhibition, % at 5.96 µM; 0.49% of 300,000 active; AID 1906, 2009; recombinant F. hepatica cathepsin L1, Z-Leu-Arg-MCA fluorescence;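 active = inhibition above the mean of all tested compounds plus 3 SD, set per screening campaign, cut at about 17% in these data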;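 note: 0% = plate median of test compound wells and 100% = 1 µM Z-Phe-Ala-diazomethylketone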
core dimer inh = inhibitors of HCV core protein dimerization, primary screen, biochemical, TR-FRET, high-throughput; 0.33% of 300,000 active; inhibition, % at 5 µM; TR-FRET GST/Flag-core106 dimerization, 1536-well;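 active = inhibition above the mean of all tested compounds plus 3 SD, set per screening campaign, cut at about 45% in these data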
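Assay system: Tagged HCV core106 pair (GST and Flag) | Buffer or medium: KF-containing HEPES buffer, pH 7.45, DTT, CHAPS, BSA | Also added: Eu donor and XL665 acceptor anti-tag antibodies | Dosing: One concentration, 5 µM, in 0.5% DMSO | Timing: 4 h at 22.5 °C | Technique: TR-FRET 671 and 617 nm emission | Repeats: Singlicate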
Active calls of the source: *; · = not tested or not shown. Hits appear at their usual frequency; 2.6% or so of the library scored in one or more.

SMILES | proCasp3 act | procasp7 counter | VLA-4 inh | PP5 primary | GRK2 inh | PP1 inh | GASC-1 inh | Fh CTSL1 inh | core dimer inh
O=C(NC1CCCC1)C(c1ccncc1)N(C(=O)c1csnn1)c1ccc(F)c(Cl)c1 (centres undefined) | -9 | 5 | -4 | -0.4 | 1 | -2 | -2 | 6 | -2
Cn1nc(-c2ccccc2)c(CO)c1Oc1cccc(C(F)(F)F)c1 | 3 | -3 | 5 | 1.6 | 0 | 2 | -9 | -1 | 0
O=C(COC(=O)C1CCN(S(=O)(=O)c2cccs2)CC1)NCc1ccc(F)cc1 | 2 | 13 | 6 | -0.9 | 0 | -6 | 2 | 10 | -6
COc1cccc(NC(=O)C2CCN(C(=O)NC3CCCCC3)CC2)c1 | 1 | -2 | -1 | -0.8 | 2 | -3 | -7 | 1 | -2
COc1cc2nc(CSc3ncn[nH]3)[nH]c(=O)c2cc1OC | 6 | 6 | -1 | -1.8 | 0 | -3 | -15 | 0 | 1
O=C(CSCC(=O)NCc1ccco1)NCc1ccco1 | -10 | 0 | 8 | 3.4 | 1 | -7 | 5 | 0 | -4
CCOC(=O)c1cc(-c2csc(COc3ccccc3)n2)on1 | -1 | 4 | 10 | 0.5 | 0 | -5 | -2 | -5 | 4
N#CCCN(C(=O)COC(=O)C12CC3CC(CC(O)(C3)C1)C2)c1ccc(F)cc1 | -10 | -10 | 9 | -0.3 | 3 | 11 | -6 | · | ·
CCOC(=O)c1cccc(NC(=O)C2(S(=O)(=O)c3ccc(C)cc3)CC2)c1 | -3 | -3 | -5 | 1.5 | 1 | 3 | -3 | 2 | -10
O=C(NCCO)c1nc(NCCO)c2ccccc2n1 | -1 | -2 | -4 | 4.5 | 0 | 0 | -6 | -1 | 0
CCCCCCCNC(=O)C1(CC2CC(c3ccc(Cl)cc3)=NO2)CCN(C(=O)CCCCCBr)CC1 (centres undefined) | -2 | 0 | 9 | 1.1 | 2 | 4 | 6 | 4 | 12
O=C(NC1CCN(Cc2ccccc2)CC1)c1ccc(S(=O)(=O)NCc2ccco2)cc1 | 2 | 1 | 0 | 0.3 | 0 | -1 | -3 | 1 | 3
O=C(Cc1ccc(F)cc1)NCCS(=O)(=O)N1CCN(c2cccc(Cl)c2)CC1 | -12 | 1 | 1 | 1.1 | 0 | 3 | -7 | 2 | 4
CC(C)(C)c1cc(C(=O)NNc2ccc(OC(F)(F)F)cc2)n(Cc2ccccc2)n1 | -8 | -6 | 1 | 8.6 | 1 | 0 | -1 | -6 | -2
COC(=O)c1ccccc1NC(=S)NC(=O)COc1ccccc1 | -2 | 10 | 3 | 0.9 | 0 | 1 | 3 | -2 | 1
COc1ccc(OC)c(NC(=O)Cn2cc(C#N)c3cc(Br)ccc32)c1 | 7 | -2 | -7 | 2.7 | 0 | 6 | -1 | 1 | 8
Cc1ccc(-n2ncc3c2CC(C)(C)CC3NC(=O)c2ccccn2)cc1 (centres undefined) | 6 | 2 | -7 | 1.5 | 2 | 2 | 3 | 1 | 12
Cc1ccc(NC(=O)N(Cc2ccco2)C(C)c2ccco2)cc1C (centres undefined) | -6 | -1 | -64 | 1.4 | 2 | -2 | · | 0 | 4
COc1ccc(C(=O)Nc2ccnn2C2CCN(C(C)CSC)CC2)cc1 (centres undefined) | 7 | 0 | 20 | 0.5 | 2 | -3 | 14 | -2 | 10
O=c1cc(-c2ccc(F)cc2)[nH][nH]1 | -12 | -7 | 11 | 2.4 | 1 | -2 | 13 | -1 | -3
CCOC(=O)C1CCCN(C(=O)c2cccc(S(=O)(=O)N3CC(C)OC(C)C3)c2)C1 (centres undefined) | -3 | 2 | · | 2.2 | 0 | -4 | 4 | -2 | 4
CCOC(=O)C1CCCN(c2c(N3CCN(c4cccc(Cl)c4)CC3)c(=O)c2=O)C1 (centres undefined) | 12 | 17 | 26 | -0.6 | 0 | 0 | -11 | 0 | -3
CCCCNC(=O)O/N=C(\N)CS(=O)(=O)C(C)(C)C | -6 | 5 | -3 | -1.2 | 1 | -5 | 2 | -3 | 3
CCCCCCSc1ccc(-c2nc3ccc(C)cn3c2NCc2ccccc2)cc1 | 0 | 4 | -42 | 0.4 | 0 | 2 | 9 | 3 | 6
COc1ccc(C2C(C#N)=C(C)NC(C)=C2C#N)c(OC)c1 | 4 | 5 | 11 | 1.7 | 1 | -1 | 1 | -1 | 1
CN(C(=O)c1ccc(NC(=O)Cc2ccc([N+](=O)[O-])cc2)cc1)C1CCCC1 | 2 | 5 | -3 | · | 0 | · | 3 | · | ·
Cc1ccccc1C(=O)c1cccn1CC(=O)NC(C)CCc1ccccc1 (centres undefined) | 8 | 15 | -7 | 1.6 | 4 | -1 | 5 | 6 | 4
CCC(=O)N1CCc2cc(S(=O)(=O)NCCCN3CCN(Cc4ccccc4)CC3)ccc21 | 8 | 12 | 14 | 0.3 | 0 | -1 | 9 | 2 | 0
COc1ccc(S(=O)(=O)N2CCOC2CNC(=O)C(=O)NCCN2CCOCC2)cc1 (centres undefined) | 6 | 4 | -16 | 0.2 | 1 | 1 | 0 | 2 | -6
O=C(NCc1ccco1)Nc1ccccc1Cl | -2 | 5 | 4 | 2.6 | 0 | 1 | 13 | -1 | -3
CN1CCN(C(=O)C2=C[C@@H](c3coc4ccccc4c3=O)C[C@@H](OCCCCO)O2)CC1 | 5 | 0 | 12 | 1.3 | 1 | -5 | 1 | 1 | -12
COc1ccc(CCNC(=O)CSc2nccc(=O)[nH]2)cc1OC | -8 | 9 | 14 | 2.6 | 0 | 4 | -8 | -1 | -4
O=C(Nc1ccccc1-c1ccccc1)C1CCCCC1 | -2 | 10 | 5 | -1.0 | 0 | -2 | 14 | 0 | -3
O=C(Nc1ccc2oc(=O)ccc2c1)c1ccc(-c2cccc([N+](=O)[O-])c2)o1 | -2 | 3 | -6 | 1.0 | · | -5 | -4 | 6 | 17
O=C(Nc1ccc(SC(F)F)cc1)C12CCC(CC1)C2 | 7 | 5 | 3 | 3.2 | 0 | -3 | -1 | -1 | 4
O=C(Nc1ccc2c(c1)OCO2)c1cc(C2CC2)on1 | -6 | 3 | 20 | 0.8 | 0 | -1 | -11 | 1 | 17
CCc1ccc(C2C3=C(CC(C)(C)CC3=O)OC3=C2C(=O)CC(C)(C)C3)cc1 | 6 | -2 | 0 | 0.0 | 2 | -3 | -3 | -3 | 1
O=C(CCC1CCCCC1)Nc1cccc(C(=O)Nc2ccc(C(=O)O)cc2)c1 | -2 | -3 | 3 | 3.2 | 0 | -1 | 9 | 8 | -2
COC(CNC(=O)C1CCN(S(=O)(=O)c2ccc3nc4c(c(C(=O)O)c3c2)CC(C)CC4)CC1)OC (centres undefined) | 2 | -2 | 0 | -1.9 | 2 | -3 | -2 | 3 | 1
O=C(CN1C(=O)C2C3C=CC(C3)C2C1=O)OCC(=O)c1ccc(Cl)c([N+](=O)[O-])c1 (centres undefined) | -1 | -11 | -9 | 2.3 | 0 | -2 | -2 | 0 | 8

Laid out differently: 2 of the compounds above.
Structure: O=C(Nc1ccccc1-c1ccccc1)C1CCCCC1
- proCasp3 act = -2
- procasp7 counter = 10
- VLA-4 inh = 5
- PP5 primary = -1.0
- GRK2 inh = 0
- PP1 inh = -2
- GASC-1 inh = 14
- Fh CTSL1 inh = 0
- core dimer inh = -3
Structure: O=C(Nc1ccc2oc(=O)ccc2c1)c1ccc(-c2cccc([N+](=O)[O-])c2)o1
- proCasp3 act = -2
- procasp7 counter = 3
- VLA-4 inh = -6
- PP5 primary = 1.0
- GRK2 inh = ·
- PP1 inh = -5
- GASC-1 inh = -4
- Fh CTSL1 inh = 6
- core dimer inh = 17

Later entries:
SMILES | proCasp3 act | procasp7 counter | VLA-4 inh | PP5 primary | GRK2 inh | PP1 inh | GASC-1 inh | Fh CTSL1 inh | core dimer inh
CN1CCN(c2ncnc3scc(-c4ccccc4Cl)c23)CC1 | 4 | -2 | 15 | 0.8 | 0 | 0 | -8 | 1 | -4
O=C(CN1CCN(C2CCCCC2)CC1)c1ccc2cc[nH]c2c1 | -4 | -8 | 7 | 2.6 | 0 | -3 | -15 | 2 | 7
COc1ccc(/C=N/NC(=O)CNC(=O)c2ccc3c(c2)OCCO3)cc1OC | 2 | 1 | 6 | 0.6 | 0 | -4 | -13 | 7 | -6
COc1cc(NC(=O)Cn2cnc3c(SC)nc(N)nc32)cc(OC)c1OC | 3 | -1 | -14 | · | 0 | · | -1 | · | ·
COC(=O)C1(S(=O)(=O)C2(C(=O)OC)CCCC2)CCCC1 | 0 | 1 | -1 | -0.9 | 0 | 0 | 15 | 0 | -3
O=c1ccnc(Nc2ccc([N+](=O)[O-])cc2)[nH]1 | -2 | 2 | 0 | -0.8 | 1 | -2 | 0 | 3 | 4

Single records (already shown). Order of values: proCasp3 act	procasp7 counter	VLA-4 inh	PP5 primary	GRK2 inh	PP1 inh	GASC-1 inh	Fh CTSL1 inh	core dimer inh
CN1CCN(C(=O)C2=C[C@@H](c3coc4ccccc4c3=O)C[C@@H](OCCCCO)O2)CC1 reads 5	0	12	1.3	1	-5	1	1	-12
Cc1ccc(NC(=O)N(Cc2ccco2)C(C)c2ccco2)cc1C (centres undefined) reads -6	-1	-64	1.4	2	-2	·	0	4
CCOC(=O)C1CCCN(C(=O)c2cccc(S(=O)(=O)N3CC(C)OC(C)C3)c2)C1 (centres undefined) reads -3	2	·	2.2	0	-4	4	-2	4
CCC(=O)N1CCc2cc(S(=O)(=O)NCCCN3CCN(Cc4ccccc4)CC3)ccc21 reads 8	12	14	0.3	0	-1	9	2	0
COC(=O)c1ccccc1NC(=S)NC(=O)COc1ccccc1 reads -2	10	3	0.9	0	1	3	-2	1
